MCF10A rerep = A quantitative high throughput screen for small molecules that induce DNA re-replication in MCF 10a normal breast cells | MCF 10A DNA re-replication, Hoechst nuclear intensity, 48 h | Potency, µM (titrated, usually from 46.1 µM), for the others: at the top dose activity, positive = re-replication, actives largely listed as activators | 350,000 tested, 2.9% active | AID 624296, 2012; also: potency is read from the fitted curve at half-maximal effect; % of control where 0% means no effect; nearly all actives have a fitted effect of over 50% in size
KB-3-1 tox = qHTS assay for MDR1-selective chemotherapeutics: Primary screen using the parental adenocarcinoma cell KB-3-1 | KB-3-1 viability, CellTiter-Glo ATP luminescence, 72 h | Potency, µM (titrated, usually from 46.1 µM), for inactives: at the highest dose activity change, negative = cytotoxic, most hits filed as cytotoxic | 400,000 tested, 1.4% active | AID 1347075, 2019; also: potency is read from the fitted curve at half-maximal effect; % is scaled to controls: 0 for no effect and ±100 for the full control effect; nearly all actives have a fitted effect of over 60% in size
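Luminescent ATP read-out (CellTiter-Glo) measures survival of drug-naive KB-3-1 cells after 72 h compound exposure at 37 °C. Titration series was screened from lowest to highest concentration, with DMSO vehicle plates as background controls.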
IL-1B inflam inh = qHTS for Inhibitors of Inflammasome Signaling: IL-1-beta AlphaLISA Primary Screen; THP-1 LPS/ATP IL-1B secretion, AlphaLISA, 16 h; hits give low values; activity change, % at 57.5 µM; 360,000 tested, 4.7% active; AID 743279, 2014; in the data active = activity change below about -50%; inconclusive = mostly about -30% to -49%; also: % is scaled to controls: 0 for no effect and ±100 for the full control effect
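THP-1 cells pretreated 1 hr with compounds (up to 57.5 uM final), then stimulated with LPS (250 ng/mL final) plus ATP (1.25 mM final); secreted IL-1B measured by AlphaLISA after 16 hr, decreased signal indicating inhibition.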
HT1080NT lethal = qHTS for induction of synthetic lethality in tumor cells producing 2HG: qHTS for the HT-1080-NT fibrosarcoma cell line; HT-1080-NT fibrosarcoma viability, CellTiter-Glo ATP luminescence, 48 h; Potency, µM (series often up to 46.1 µM), without a hit: at the top dose activity, negative = less viability, usual class: cytotoxic; 360,000 tested, 1.6% active;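 also: NT is the 2HG producing partner of a matched IDH1 knockdown line; potency is read from the fitted curve at half-maximal effect; 0% = DMSO-treated cells and -100% = media-only wells without cells; nearly all actives have a fitted effect of over 55% in size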
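A 48-hour cytotoxicity screen used HT-1080-NT cells plated 2 hours before compound delivery. ATP-based CellTiter-Glo luminescence measured viability, normalized to DMSO and no-cell controls.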
HT1080 IDH1KD tx = qHTS for induction of synthetic lethality in tumor cells producing 2HG: qHTS for the HT-1080-IDH1KD cell line; HT-1080 IDH1 knockdown viability, ATP luminescence, 48 h; Potency, µM (top dose mostly 46.1 µM), for inactives: top-dose activity, negative = toxicity, most hits filed as cytotoxic; 360,000 tested, 2% active; AID 686971, 2013;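 also: potency is read from the fitted curve at half-maximal effect; 0% = DMSO wells and -100% = cell-free medium wells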
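Using the IDH1-knockdown HT-1080 line run in the same batch and compound series as the NT line, viability after 48 h at 37 °C was determined by CellTiter-Glo luminescence and expressed as % activity.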
ATXN viability = Viability Counterscreen for Primary qHTS for Inhibitors of ATXN expression. 400,000 tested, 0.49% active. S2 cells (HEK-293 line with an ATXN2-luciferase reporter) viability, CellTiter-Fluor protease fluorescence, 24 h. Potency, µM (series often up to 56.7 µM), hits mostly cytotoxic; also: potency is read from the fitted curve at half-maximal effect; nearly all actives have a fitted effect of over 40% in size
SW480 rerep = A quantitative high throughput screen for small molecules that induce DNA re-replication in SW480 colon adenocarcinoma cells; SW480 DNA re-replication, Hoechst DNA content imaging, 48 h; Potency, µM (titrated, usually from 46.1 µM), for the others: at the top dose re-replication activation, usual class: activators; 340,000 tested, 1.8% active; AID 624297, 2012; also: potency is read from the fitted curve at half-maximal effect; % of control where 0% means no effect; nearly all actives have a fitted effect of over 55% in size
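Quantitative HTS format with DMSO vehicle controls; 48 hr drug incubation at 37 C, then 40 min Hoechst staining and scanning imager measurement at 405 nm excitation.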
KB-V1 cytotox = qHTS assay for MDR1-selective chemotherapeutics: Primary screen using the drug-selected MDR subline cells KB-V1 | KB-V1 MDR cells viability, CellTiter-Glo, 72 h | Potency, µM (highest dose often 46.1 µM), for inactives: top-dose activity change, negative = cytotoxicity, most hits filed as cytotoxic | 400,000 tested, 3.4% active | AID 1347076, 2019; also: potency is read from the fitted curve at half-maximal effect; % is scaled to controls: 0 for no effect and ±100 for the full control effect; nearly all actives have a fitted effect of over 60% in size
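qHTS viability screen in drug-selected KB-V1 MDR cells: 72 h compound treatment at 37 degrees C, ATP luminescence end point.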
ATXN2 expr inh = Primary qHTS for Inhibitors of ATXN expression; HEK-293 ATXN2-luciferase reporter, luminescence, 24 h; Potency, µM (doses to about 57 µM), without a hit: top-dose activity change, negative = inhibition, hits mostly inhibitors; 360,000 tested, 0.72% active; AID 1745845, 2022; also: potency is read from the fitted curve at half-maximal effect; % is scaled to controls: 0 for no effect and ±100 for the full control effect; nearly all actives have a fitted effect of over 55% in size
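qHTS (up to 57 uM final) was run with 24 h compound exposure of reporter cells at 37 °C. Each well was multiplexed: SteadyGlo luminescence measured ATXN2-luciferase expression after a fluorogenic Gly-Phe-AFC viability readout (25 uM final).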
Active calls of the source: *; i = inactive; ? = inconclusive; . = no result given; & = joins results of further samples; [ ] = remark or other dose. Unless noted, calls follow the shape of the dose curve; as a rule, active = well fitted curve in the direction sought with a large enough effect; inconclusive = small, poorly fitted or top-dose-only effect, or another doubt; inactive = no such curve, though single readings can be large; an effect the other way counts as inactive or inconclusive.

Molecule,KB-V1 cytotox,HT1080 IDH1KD tx,MCF10A rerep,HT1080NT lethal,SW480 rerep,IL-1B inflam inh,KB-3-1 tox,ATXN2 expr inh,ATXN viability
CC(C)Cn1c(N)c(C(=O)COC(=O)[C@H](C)NC(=O)c2ccccc2Cl)c(=O)n(C)c1=O,0%,-1%,1%,-8%,-4%,7,-21%,-10%,i
COc1ccc(CN=C2NC(=O)CC(C(=O)Nc3ccc(Cl)cc3)S2)cc1 (stereo unspecified),-12%,?,?,?,4%,-16,-2%,-36%,i
CCOc1ccc(CN2CCNC(=O)C2CC(=O)NCCc2nc(C)c3c(n2)CCC3)cc1 (stereo unspecified),?,?,11%,?,-19%,-7,4%,0%,i
COc1cc(SC)ccc1C(=O)OCC(=O)NCCC1=CCCCC1,-19%,-7%,2%,-1%,-5%,15,5%,7%,i
COc1cccc(CNCCO)c1OCc1ccccc1Cl,10%,-12%,-7%,-3%,-2%,13,7%,-13%,?
COc1ccc(CNC(=O)N2CCN(c3ccc(F)cc3)CC2)cc1,-24%,26%,5%,6%,0%,7,7%,-2%,?
Cc1cc(=O)n2nc(N3CCC(C(=O)NCc4ccc(Cl)cc4)CC3)sc2n1,11%&26%,-4%,1%,-10%,-17%,-10,1%&3%,-18%,?
COc1ccccc1N1CC(C(=O)NCC2COc3ccccc3O2)CC1=O (stereo unspecified),-5%,10%,2%,7%,-48%[inhibitor],1,-6%,5%,i
COc1ccc(C)cc1-n1c(SCC(=O)N2CCOCC2)nc2ccccc2c1=O,0%,-1%,.,0%,.,0,2%,.,i
O=C(Nc1cccnc1)c1ccc(COc2ccccc2Br)o1,?,10µM*,21µM*,4.5µM*,?,-12,16µM*,-21%,?
CCOc1ccccc1NC(=O)c1cccc(NC(=O)CC(c2ccccc2)c2ccccc2)c1,-5%,5%,8%,5%,-3%,-11,-5%,-2%,i
Cc1c(C(=O)Oc2cccc3cccnc23)oc2ccccc12,4%,23µM*,?,23µM*,?,?,-5%,-12%,i
O=[N+]([O-])c1cc(C(F)(F)F)ccc1NN=C1CCCC1,29%,24%,?,9%,-5%,7,14%,-29%,i
Cc1oc2cc(OC(=O)c3ccco3)ccc2c(=O)c1-c1nc2ccccc2n1C,1%,16%,?,4%,-10%,11,6%,-1%,i
NC(=O)CC(NC(=O)Cc1ccc(Cl)cc1)c1ccc(NCCOc2ccccc2)c([N+](=O)[O-])c1 (stereo unspecified),-7%,-1%,-22%,1%,-9%,-14,-4%,-10%,?
COc1ccccc1OCC(=O)N/N=C/C=C/c1ccc([N+](=O)[O-])o1,16µM*,?,?,-6%,?,-100*,?,?,?
CCCS(=O)(=O)NC(=O)C1(C)CCCN(C(=O)c2ccnc(Cl)c2)C1 (stereo unspecified),2%,0%,.,22%,.,15,0%,3%,i
C=CCn1c(SCc2nc3scc(-c4ccccc4)c3c(=O)[nH]2)nnc1-c1ccccc1F,?,1%,-2%,-1%,?,-14,-3%,-11%,?
CC(Oc1ccc(S(=O)(=O)N2CCCC2)cc1[N+](=O)[O-])C(=O)N(C)c1ccccc1 (stereo unspecified),-20%,0%,-3%,1%,3%,-5,2%,1%,i
C=CCNC(=O)COC(=O)c1c2c(nc3ccccc13)CCC2,-8%,-3%,2%,-6%,-5%,22,-2%,-5%,i
CCO[C@H]1OC(C(=O)N2CCOCC2)=C[C@@H](c2ccccc2)[C@@H]1CCCO,43%,15%,0%,8%,-11%,23,16%,12%,i
Cc1cc(C)nc(SCc2cc(=O)c(OC(=O)c3cc([N+](=O)[O-])ccc3Cl)co2)n1,-5%,-3%,-3%,2%,0%,-2,14%,-14%,i
O=C(CC1C(=O)NCCN1C/C=C/c1ccccc1)NCCc1cccnc1 (stereo unspecified),5%,28%,-14%,11%,-5%,36,10%,-9%[11.3 µM],i
O=C(c1ccc2c(c1)OCO2)C1CCCN(C(=O)NCc2ccccc2)C1 (stereo unspecified),-2%,2%,-6%,1%,-1%,52,14%,23%,i
COC(=O)c1cccc(NC(=O)Cn2nnc3ccccc32)c1,-14%,2%,0%,9%,-5%,13,14%,1%,i
COc1ccc(CCn2cc3c(c2-c2ccccc2Br)c(=O)n(C)c(=O)n3C)cc1OC,19%,.,.,.,.,.,-1%,-17%,i
COc1cc(O)c(C=Nc2ccccc2NS(=O)(=O)c2ccc(C)cc2)c(OC)c1,-23%,3%,-4%,1%,?,30,5%,0%,i
Cc1[nH]n(-c2ccccc2)c(=O)c1N=Nc1ccccc1O,-18%,9.2µM*,7%,15µM*,?,124,9.2µM*,?,i
CCOC(=O)c1c(-c2ccc(C)cc2C)csc1NC(=O)CSc1nnnn1C,?,?,?,?,3%,-12,?,-21%,i
CC(C)N1C(=S)SC(C)(C)C1NO (stereo unspecified),7%,9%,12%,19%,0%,-4,5%,1%,i

A stretch taken from the entries so far:
Molecule,KB-V1 cytotox,HT1080 IDH1KD tx,MCF10A rerep,HT1080NT lethal,SW480 rerep,IL-1B inflam inh,KB-3-1 tox,ATXN2 expr inh,ATXN viability
CCCS(=O)(=O)NC(=O)C1(C)CCCN(C(=O)c2ccnc(Cl)c2)C1 (stereo unspecified),2%,0%,.,22%,.,15,0%,3%,i
C=CCn1c(SCc2nc3scc(-c4ccccc4)c3c(=O)[nH]2)nnc1-c1ccccc1F,?,1%,-2%,-1%,?,-14,-3%,-11%,?

Quoted from the listing:
`O=C(CC1C(=O)NCCN1C/C=C/c1ccccc1)NCCc1cccnc1` (stereo unspecified) @ SW480 rerep: -5%
`CC(C)N1C(=S)SC(C)(C)C1NO` (stereo unspecified) @ HT1080 IDH1KD tx: 9%

Continued:
Molecule,KB-V1 cytotox,HT1080 IDH1KD tx,MCF10A rerep,HT1080NT lethal,SW480 rerep,IL-1B inflam inh,KB-3-1 tox,ATXN2 expr inh,ATXN viability
O=C(CSc1nc2ccccc2n1Cc1cccc(C(F)(F)F)c1)NCc1ccccc1,-10%,.,.,.,.,.,-10%,-15%,i
CC(C)(C)OC(=O)C[C@@H]1C/C=C\C[C@@H](CC(=O)N[C@H](CO)Cc2ccccc2)C(=O)NC[C@H](c2ccccc2)OC1=O,19%,4%,8%,10%,-4%,11,0%,-25%,i
CC(O)CCc1ccc(O)cc1 (stereo unspecified),27%,-1%,-3%,-2%,30%,17,5%,1%,i
CCOC(=O)N1CCC(NC(=O)c2cnn3cccnc23)CC1,-2%,3%,-1%,-11%,-8%,11,-1%,2%,i
O=C(CSc1nnc(Cc2ccccc2)o1)N1CCCC1,12%,9%,-1%,0%,10%,20,-6%,1%,i
CC(C(=O)O)n1c2ccccc2c2cnn(C)c(=O)c21 (stereo unspecified),0%,2%,-7%,-7%,0%,0,-1%,7%,i
CCCC(=O)Nc1nnc(/C=C/c2ccc(OC)cc2)s1,0%,-3%,29%,-7%,3%,-3,-3%,10%,i
COc1ccc(/C=N/N(C)c2cc(=O)n(C)c(=O)[nH]2)cc1OC,-18%,11%,-6%,9%,-26%,9,-10%,21%,i
COc1ccc(-c2csc(Nc3ccc(Oc4ccccc4)cc3)n2)cc1,13%,13µM*,.,?,.,0,-15%,?,?
CC(C)CC(NC(N)=O)C(=O)Nc1cccc([N+](=O)[O-])c1 (stereo unspecified),6%,19%,-4%,19%,-39%[inhibitor],9,8%,-25%,i
COc1ccc(CCNC(=O)C(=O)NCC2CCCN2S(=O)(=O)c2ccccc2)cc1OC (stereo unspecified),0%,-17%,?,-10%,-2%,-23,-1%,-20%,?
CCCCN(C(=O)c1cccc(-n2cnnn2)c1)c1c(N)n(CC(C)C)c(=O)[nH]c1=O,-1%,6%,0%,12%,-8%,-3,24%,3%,i
CC(=O)N1CCN(Cc2nc3cc(NC(=O)c4cccc(Br)c4)ccc3n2C)CC1,5%,?,0%,?,-22%,-13,-19%,-37%,i
CC(C)CC(NC(=O)C1CCC(C)CC1)C(=O)Nc1ccc2c(c1)OCCO2 (stereo unspecified),6%,-2%,14%,1%,2%,-26,0%,9%,i
COc1ccc(CCCc2nnc(SCC(=O)Nc3cccc(C)c3)o2)cc1,4%&-20%,?,1%,0%,-7%,-23,0%&4%,?,i
CCC(=O)NC(=S)Nc1ccc(NC(=O)c2ccc([N+](=O)[O-])cc2Cl)cc1,-2%,-2%,3%,10%,-4%,0,5%,0%,i
COc1cccc(NC(=O)Nc2cccs2)c1,1%,1%,2%,0%,2%,5,0%,46%[activator],?
CN(C(=O)CC1C(=O)NCCN1CC1CCCCC1)C1CCOCC1 (stereo unspecified),?,20%,8%,?,12%,13,12%,-2%,i
COc1ccc(-c2nc(CS(=O)CC(=O)NCc3ccc4c(c3)OCO4)c(C)o2)cc1 (stereo unspecified),2%,-8%,-3%,-9%,1%,-30,12%,10%,i
C[C@@H]1CN([C@H](C)CO)C(=O)CCCn2nncc2CO[C@H]1CN(C)Cc1cccc(O)c1,-16%,1%,.,0%,.,-18,14%,2%,i
CC(NCCOCCOc1ccccc1)c1ccccc1 (stereo unspecified),?,-1%,9%,1%,-5%,-8,7%,0%,i
O=C1CC(SC(=Nc2ccccc2)Nc2ccccc2)C(=O)N1c1cccc(Cl)c1 (stereo unspecified),-13%,23µM*,18%,?,-4%,-6,?,-11%,i
Cc1ccc(NC(=S)c2ccccc2)cc1,-19%,14%,-3%,20%,1%,?,-17%,58%[activator],i
CCc1ccc(-c2cc(C)no2)cc1S(=O)(=O)N1CCN(c2ccccn2)CC1,?,-9%,11%,?,-3%,0,?,-22%,i

Assay outcomes: PubChem BioAssay, National Center for Advancing Translational Sciences (NCATS)

An unsorted share of the library; about 11% have a hit in one of these screens.
